# NALP3 yeast inh = inhibitors of NALP3 inflammasome in yeast; AID 2825; actives 0.39% (n = 330,000); Yeast reconstituted NLRP3/ASC/caspase-1, beta-gal luminescence, 24 h; inhibition, % at 10 µM;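 active means inhibition of 50% or more; inactive means inhibition below 50%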;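 further: plate controls were induced DMSO wells for no effect and uninduced yeast grown without galactose for full effect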
# tim10-1 inh = growth inhibitors of tim10-1 mutant yeast. inhibition, % at 20 µM. S. cerevisiae tim10-1 ts strain growth, BacTiter-Glo, 24 h. actives 2.2% (n = 330,000);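 active means inhibition of at least 40%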;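 further: mutant grown at 25 °C; 0% = DMSO wells with yeast and 100% = wells holding no yeast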
# TIM10 inh = inhibits growth of TIM10 yeast strain. inhibition, % at 10 µM. AID 463195. S. cerevisiae TIM10 strain growth, BacTiter-Glo luminescence, 24 h. actives 1.4% (n = 330,000);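 active means inhibition of 40% or more at the single tested concentration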;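 further: wild-type TIM10 isogenic control strain grown at permissive 25 °C; 0% = DMSO yeast wells and 100% = minimal medium wells without yeast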
# APJ agonist = activates the human apelin receptor APJ | P35414 | CHO-K1 APJ PathHunter beta-arrestin, luminescence; 0% DMSO wells, 100% apelin | activation, % at 20 µM | actives 0.11% (n = 330,000) | AID 2520;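 active means activation more than six SD over the plate average, tested at 20 µM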;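 further: 0% = DMSO alone and 100% = apelin-13 at 10 nM; some results filed as inactive read as strong as hits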
# Target sequence (P35414 whole entry, looked up): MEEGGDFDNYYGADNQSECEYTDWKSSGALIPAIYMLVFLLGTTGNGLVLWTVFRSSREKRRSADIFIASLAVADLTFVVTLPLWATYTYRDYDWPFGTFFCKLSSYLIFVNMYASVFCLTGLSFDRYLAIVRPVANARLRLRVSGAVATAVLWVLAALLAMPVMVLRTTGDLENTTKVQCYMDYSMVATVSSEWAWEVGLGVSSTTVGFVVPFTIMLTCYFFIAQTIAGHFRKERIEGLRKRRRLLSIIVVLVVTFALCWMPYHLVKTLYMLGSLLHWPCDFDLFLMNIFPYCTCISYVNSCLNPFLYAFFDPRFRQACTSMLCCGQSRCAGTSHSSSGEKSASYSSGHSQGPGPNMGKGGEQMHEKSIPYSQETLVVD
#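 system = engineered CHO-K1 APJ arrestin reporter cells | input = 1000 cells per well | timing = overnight seeding, 90 min compound at 25 °C, 1 h detection | measured by = enzyme-fragment complementation luminescence | read-out = beta-arrestin recruitment to APJ as agonist activity, luminescent signal | control set = negative DMSO alone, positive Apelin-13 at 10 nM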
# MPTP block = blocks calcium-induced mitochondrial swelling; actives 1.4% (n = 360,000); isolated mouse mitochondria, Ca2+ swelling absorbance, 30 min; inhibition, % at 10 µM;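 active means inhibition of 50% or more, scaled per plate between neutral and stimulator controls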;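 further: 0% = DMSO wells given calcium and 100% = 1 mM EGTA wells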
# APJ antagonist = antagonists of human APJ apelin receptor; CHO-K1 APJ beta-arrestin complementation, luminescence; inhibition, % at 20 µM; actives 0.32% (n = 330,000); P35414;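 active means inhibition above about 40% at 20 µM, limit read from the data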;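 further: cells challenged with 10 nM apelin-13 agonist together with compound; plate controls were apelin-13 plus DMSO wells for no effect and DMSO wells lacking apelin-13 for full effect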
# tim23-1 inh = growth inhibitors of tim23-1 mutant yeast; inhibition, % at 20 µM; actives 1.3% (n = 330,000); S. cerevisiae tim23-1 growth, BacTiter-Glo luminescence, 24 h;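 active means growth inhibition of the mutant yeast at or above 50%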;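 further: temperature-sensitive mutant grown at 25 °C; plate controls were DMSO-treated mutant yeast for no effect and medium wells lacking yeast for full effect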
# GRIN3A LBD mod = modulators (binders) of human NR3A ligand-binding domain. NR3A LBD differential scanning fluorimetry, Tm shift; 0% = protein alone, 100% = glycine-bound protein. Tm shift relative to glycine control, % at 25 µM. actives 2.5% (n = 340,000);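 active means melting temperature shift of at least 10% of the positive control shift, at one fixed dose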
# MIN6 prolif = MIN6 beta-cell proliferation induction. MIN6 cells proliferation, ATPlite luminescence, 48 h; cells starved in 0.2% serum; 100% = growth in 10% serum. proliferation, % at 10 µM. actives 0.29% (n = 330,000). AID 2380;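 active means compounds whose signal lies at least 3.5 SD above the mean of all wells on their plate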;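 further: 0% = DMSO-treated cells in low-serum medium and 100% = 10% serum control; some compounds called inactive have numbers as strong as hits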
# * hit, by the source's call; . = no result given. Hits appear at their usual frequency. Share with any hit: about 7.2%.
# Start of the listing, in advance (two entries):
SMILES,NALP3 yeast inh,tim10-1 inh,TIM10 inh,APJ agonist,MPTP block,APJ antagonist,tim23-1 inh,GRIN3A LBD mod,MIN6 prolif
COc1ccc(OCCn2cnc(Cl)c2Cl)cc1,24,15,0,1,0.1,-9,5,-1,2
COc1cc(C(c2sc3nc(C)nn3c2O)N2CCOCC2)cc(OC)c1OC (stereo unspecified),9,7,5,0,-1.0,24,4,-4,0

# Results, from the first entry:
SMILES,NALP3 yeast inh,tim10-1 inh,TIM10 inh,APJ agonist,MPTP block,APJ antagonist,tim23-1 inh,GRIN3A LBD mod,MIN6 prolif
COc1ccc(OCCn2cnc(Cl)c2Cl)cc1,24,15,0,1,0.1,-9,5,-1,2
COc1cc(C(c2sc3nc(C)nn3c2O)N2CCOCC2)cc(OC)c1OC (stereo unspecified),9,7,5,0,-1.0,24,4,-4,0
Cc1cc(NC(=O)CSc2nnc3ccccn23)no1,22,-14,6,-3,0.2,8,-4,0,-3
COc1ccc(N2CCN(C(=O)c3c(Cl)cnn3C)CC2)cc1,5,-3,14,7,1.0,4,7,-1,0
O=C(COc1ccccc1)N1CCc2ccccc21,30,26,7,-3,1.3,-12,13,-1,-1
O=C(CN1C(=O)c2ccccc2S1(=O)=O)c1ccc(OC(F)F)cc1,21,28,6,-7,0.0,2,24,-1,-6
O=C(NS(=O)(=O)Oc1ccccc1F)OC[C@@H]1CCCN2CCCCC12 (stereo partly specified),22,-6,-10,-1,-0.8,5,-6,-2,1
CC(c1ccco1)N(C(=O)c1ccc(F)cc1)c1ccccn1 (stereo unspecified),14,15,9,-4,-1.6,10,12,-2,-2
COc1ccccc1/C(C)=N/NC(=S)NCc1ccccc1,29,47*,26,-5,4.8,4,49,3,-5
COc1ccc(/C=N/NC2=NCCCCC2)c(OC)c1,10,0,2,1,0.0,8,6,0,-2
CC(=O)Nc1cccc(NC(=O)c2cc(-c3cccnc3)nc3ccc(Br)cc23)c1,-1,2,-2,6,-0.5,2,-4,3,-4
CN1CCN(C(=O)c2ccc(F)c(F)c2)CC1,18,1,-5,-1,0.2,7,-3,-1,0
O=C(O)/C=C/C(=O)NNc1ncnc2ccccc12,2,-11,-23,-6,0.9,-18,9,0,2
Cc1cc(C(F)(F)F)c(C#N)c(Sc2ccccc2)n1,-3,-5,-1,-4,-5.0,25,-32,1,-2
CCCN(CC(=O)Nc1ccccc1C)C(=O)C1CC(=O)N(c2ccc(C)cc2)C1 (stereo unspecified),9,-1,-5,-8,-0.8,7,-13,-3,-2
CCCCNC(=O)c1cn(C)c2ccc(S(=O)(=O)N3CCCC3)cc2c1=O,15,21,12,-7,-0.8,13,12,0,-3
CCCCN(C)C(=O)c1nc2ccccn2c1CN(C)Cc1csc(C)n1,-15,10,9,-2,2.4,12,6,-3,0
CN(Cc1ccccc1)C(=O)C1CCN(S(=O)(=O)c2ccc(-n3cnnn3)cc2)CC1,18,5,-4,0,-1.6,0,-9,1,-5
CCOC(=O)N1CCC(NC(=O)C(C)n2c3ccccc3c3cnn(C)c(=O)c32)CC1 (stereo unspecified),17,7,14,-1,-7.8,16,11,0,2
Cc1ccc(CNC(=O)c2cc(-c3ccccc3)n(Cc3cc(C)no3)n2)cc1,22,19,9,-5,-0.9,18,11,2,-2
COC(=O)C(CO)Nc1ncnc2onc(-c3ccc(F)cc3)c12 (stereo unspecified),1,14,-19,-1,-0.6,14,1,2,-2
CCOC(=O)C1CCN(CCC(=O)Nc2cc(C)ccc2C)CC1,18,-3,-20,1,0.2,7,-1,-2,-1
CCNC(=O)NC(=O)C(C)OC(=O)c1oc2ccc(OCC)cc2c1C (stereo unspecified),-1,-6,-22,6,1.4,10,5,-2,0
COCCN(CCOC)c1nc(-c2ccc(Cl)cc2)nc2ccccc12,23,26,4,-1,1.2,1,43,-16,-4
CCOC(=O)c1csc(NC(=O)CSc2nnnn2-c2cccc(OC)c2)n1,8,-1,-2,-4,1.9,10,0,0,-2
CCOC(=O)N1CCN(c2ccc(C(C)=O)cc2F)CC1,8,19,7,-3,-0.1,14,-3,2,-3
CCc1ccc(C(=O)Nc2nnn(CC)n2)cc1,10,-1,-1,-4,-0.2,-6,7,0,-5
CCCCCOP(=O)(c1ccccc1)c1ccccc1,-33,26,8,-4,0.7,0,9,-2,-1
Cc1onc(-c2ccccc2)c1C(=O)N/N=C/c1c[nH]c2ccccc12,-4,19,1,-2,0.0,-24,9,5,0
COCCN(C(=O)CSc1nnc(Nc2ccccc2F)s1)c1c(N)n(Cc2ccccc2)c(=O)[nH]c1=O,9,11,9,-3,-0.1,9,-5,1,0
CC(C)NC(NC(=O)/C=C/c1ccccc1)C(Cl)(Cl)Cl (stereo unspecified),-5,20,10,-2,-1.3,8,17,-3,-2
CCOc1ccc(-c2nc3n(c(=O)c2C#N)CCCS3)cc1,30,26,97*,-3,-1.5,13,11,-14,2
COCc1nn2c(N)c(-c3ccccc3)cnc2c1-c1ccccc1,13,13,0,-3,-0.4,11,18,0,-3
COC(=O)c1c(NC(=O)c2ccccc2F)sc2c1C(C(=O)OC)CC2 (stereo unspecified),22,11,4,-2,0.5,2,29,2,1
Cc1ccc(C(=O)N/N=C\c2ccc(-c3ccc([N+](=O)[O-])cc3)o2)cn1,18,4,11,1,1.9,-1,15,-2,-3
Cc1c(Cl)cccc1NC(=S)NCc1ccc2c(c1)OCO2,11,21,23,-1,7.4,-6,27,1,0
CCOC(=O)c1c(NC(NC(C)=O)C(Cl)(Cl)Cl)sc2c1CCCC2 (stereo unspecified),-2,29,36,-2,1.7,1,11,-2,0
CCc1ccc2[nH]c(=O)c(CN(Cc3ccc(F)cc3)C(c3nnnn3CCN3CCOCC3)C(C)C)cc2c1 (stereo unspecified),6,34,16,-2,5.0,-4,39,-6,-6
CC(C)CNC(=O)CSc1n[nH]c(=O)n1CCc1ccccc1,17,9,-6,0,0.9,4,-9,0,-3
O=C(COc1ccccc1)NS(=O)(=O)c1ccc(Cl)cc1,-6,-13,-4,1,-0.5,16,-14,0,-2
O=C(O)c1ccc(NC2=C/C(=N/S(=O)(=O)c3ccccc3)c3ccccc3C2=O)cc1,-1,38,14,-5,12,-24,40,5,-5
CCCCOc1cccc(C(=O)NC(=S)Nc2cccc(C(F)(F)F)c2)c1,-3,38,12,-4,13,24,-5,12*,-6
Cc1ccccc1C(=O)N1CCC(C(=O)Nc2sccc2C(N)=O)CC1,19,7,11,-4,0.5,10,9,0,5
COc1cc(OC)c(C(=O)NCC(c2cccs2)N(C)C)cc1OC (stereo unspecified),1,5,15,-2,3.1,9,8,.,1
O=C(CNC(=O)c1ccc(Oc2ccccc2)cc1)OC1CCCCC1=O (stereo unspecified),20,24,-4,-2,5.7,3,21,0,-2
CN(C)CCCOC(=O)CCc1ccccc1,11,-24,-1,0,-1.4,-1,-11,-4,-1
C=CCOc1ccc2ccccc2c1CNc1ncn[nH]1,-6,7,-4,0,-1.4,12,13,0,0
O=C(CNCC1CCCCC1)Nc1ccc(N2CCCCC2)cc1,20,5,13,-3,.,15,-8,.,-3
CC(C)C(C(=O)OCC(=O)c1ccc2c(c1)NC(=O)CO2)N1C(=O)c2ccccc2C1=O (stereo unspecified),25,-3,3,7,3.4,-7,4,1,-4
CCN(CC)C(=O)c1cc(S(=O)(=O)N2CCCCC2)c[nH]1,20,-2,-2,-1,0.1,-77,-5,3,-1
# Following part:
SMILES,NALP3 yeast inh,tim10-1 inh,TIM10 inh,APJ agonist,MPTP block,APJ antagonist,tim23-1 inh,GRIN3A LBD mod,MIN6 prolif
CCOC(=O)c1ccc(NC(=O)C(=O)NCc2ccccn2)cc1,30,-8,9,-3,0.2,7,12,2,-4
Cc1cccc(NC(=O)CSc2n[nH]c(-c3ccncc3)n2)c1,4,2,9,9,0.9,5,7,-23,0
Cc1c(NC(=O)C(C)OC(=O)c2ccccc2O)c(=O)n(-c2ccccc2)n1C (stereo unspecified),10,-5,5,-4,-0.2,5,2,-1,-2
COc1ccc(Cc2nnc(SCC(=O)Nc3ccc(C)cc3)n(N)c2=O)cc1,17,-8,-4,-5,0.2,1,-8,0,0
Cc1nn(Cc2nc(-c3cccs3)no2)c(C)c1Br,23,21,0,-4,-0.9,5,31,-1,-1
COc1cc(NS(=O)(=O)c2ccc(C)cc2)ccc1-n1cnnn1,-6,17,14,-2,1.7,11,15,-3,-3
CC(NC(N)=O)C(=O)OCc1ccc(Cl)cc1Cl (stereo unspecified),2,11,4,2,3.8,5,15,-1,-1
O=C1CCCc2c1cnc1ncnn21,12,8,-8,0,0.2,1,4,-1,-3
COC(=O)c1cccc2c1NC(=O)C2=O,7,-5,-14,-8,0.2,-3,19,-1,-2
CC(C)(O)C#Cc1ccc(C(=O)N2CCCC(CNS(=O)(=O)c3cccs3)C2)o1 (stereo unspecified),12,7,12,1,0.8,15,7,0,-3
O=C(CCC(=O)N1CCN(c2ccccc2F)CC1)N1CCN(c2ccccc2)CC1,12,21,8,-4,-2.0,6,15,1,-2
NC(=O)c1ccc(N2CCN(c3ccccc3F)CC2)c([N+](=O)[O-])c1,9,24,15,-1,-1.8,-14,-11,-3,-3
COc1ccc(NC(=O)CSc2nncc3ccccc23)cc1,30,-20,11,-2,0.3,5,2,0,1

# A second format for some results above.
SMILES	NALP3 yeast inh	tim10-1 inh	TIM10 inh	APJ agonist	MPTP block	APJ antagonist	tim23-1 inh	GRIN3A LBD mod	MIN6 prolif
O=C(CNCC1CCCCC1)Nc1ccc(N2CCCCC2)cc1	20	5	13	-3	.	15	-8	.	-3
CC(C)C(C(=O)OCC(=O)c1ccc2c(c1)NC(=O)CO2)N1C(=O)c2ccccc2C1=O (stereo unspecified)	25	-3	3	7	3.4	-7	4	1	-4
CCN(CC)C(=O)c1cc(S(=O)(=O)N2CCCCC2)c[nH]1	20	-2	-2	-1	0.1	-77	-5	3	-1
CCOC(=O)c1ccc(NC(=O)C(=O)NCc2ccccn2)cc1	30	-8	9	-3	0.2	7	12	2	-4
Cc1cccc(NC(=O)CSc2n[nH]c(-c3ccncc3)n2)c1	4	2	9	9	0.9	5	7	-23	0
Cc1c(NC(=O)C(C)OC(=O)c2ccccc2O)c(=O)n(-c2ccccc2)n1C (stereo unspecified)	10	-5	5	-4	-0.2	5	2	-1	-2
COc1ccc(Cc2nnc(SCC(=O)Nc3ccc(C)cc3)n(N)c2=O)cc1	17	-8	-4	-5	0.2	1	-8	0	0
Cc1nn(Cc2nc(-c3cccs3)no2)c(C)c1Br	23	21	0	-4	-0.9	5	31	-1	-1
COc1cc(NS(=O)(=O)c2ccc(C)cc2)ccc1-n1cnnn1	-6	17	14	-2	1.7	11	15	-3	-3
CC(NC(N)=O)C(=O)OCc1ccc(Cl)cc1Cl (stereo unspecified)	2	11	4	2	3.8	5	15	-1	-1
O=C1CCCc2c1cnc1ncnn21	12	8	-8	0	0.2	1	4	-1	-3
COC(=O)c1cccc2c1NC(=O)C2=O	7	-5	-14	-8	0.2	-3	19	-1	-2
CC(C)(O)C#Cc1ccc(C(=O)N2CCCC(CNS(=O)(=O)c3cccs3)C2)o1 (stereo unspecified)	12	7	12	1	0.8	15	7	0	-3
O=C(CCC(=O)N1CCN(c2ccccc2F)CC1)N1CCN(c2ccccc2)CC1	12	21	8	-4	-2.0	6	15	1	-2
NC(=O)c1ccc(N2CCN(c3ccccc3F)CC2)c([N+](=O)[O-])c1	9	24	15	-1	-1.8	-14	-11	-3	-3
COc1ccc(NC(=O)CSc2nncc3ccccc23)cc1	30	-20	11	-2	0.3	5	2	0	1
